BioA inh: blocks M. tuberculosis BioA enzyme activity. purified M. tuberculosis BioA enzyme, plate reader. inhibition, % at 9.99 µM. 360,000 compounds, 0.096% hits. AID 602481; in the data active = inhibition above about 40%
Starred values were filed as active, the others as inactive. Some of the compounds tested; the hit share may differ from the screen's.

COc1ccc(CN(C)C[C@H]2Oc3c(NC(=O)NC4CCCCC4)cccc3C(=O)N([C@H](C)CO)C[C@@H]2C)cc1
- BioA inh: 1.3
COC(=O)C[C@@H]1C[C@H]2c3cc(NC(=O)CC4CC4)ccc3O[C@H]2[C@H](CO)O1
- BioA inh: 0.1
CCNC(=O)[C@H]1[C@H](CO)[C@H]2Cn3c(ccc(C4=CCCCC4)c3=O)[C@@H]1N2Cc1ccncc1
- BioA inh: -2.6
C[C@@H]1CN([C@@H](C)CO)C(=O)c2cccc(NC(=O)Nc3ccc(F)cc3)c2O[C@H]1CN(C)C(=O)NC1CCCCC1
- BioA inh: 4.4
C[C@@H]1CN([C@H](C)CO)C(=O)Cc2cc(NS(C)(=O)=O)ccc2O[C@@H]1CN(C)Cc1ccc(C(=O)Nc2ccccc2N)cc1
- BioA inh: 1.6
CO[C@H]1CN(C)C(=O)c2ccc(NC(=O)Cc3ccccc3)cc2OC[C@@H](C)N(CC2CC2)C[C@H]1C
- BioA inh: -1.0
C[C@@H]1CN([C@@H](C)CO)C(=O)c2cccc(NC(=O)c3ccncc3)c2O[C@@H]1CN(C)Cc1ccncc1
- BioA inh: 0.1
CCCN(C)C[C@@H]1Oc2ncc(C#Cc3ccccc3OC)cc2C(=O)N([C@H](C)CO)C[C@@H]1C
- BioA inh: -2.3
N#Cc1cccc(-c2ccc3c(c2)[C@H]2[C@H](CCN2C(=O)c2ccc4c(c2)OCO4)[C@H](CO)N3)c1
- BioA inh: 2.2
COc1ccc(S(=O)(=O)Nc2ccc3c(c2)C(=O)N([C@H](C)CO)C[C@@H](C)[C@@H](CN(C)S(=O)(=O)c2ccc(C)cc2)OCCCC[C@H](C)O3)cc1
- BioA inh: -1.5
C[C@@H]1CN([C@@H](C)CO)C(=O)Cc2cc(NC(=O)CCC(F)(F)F)ccc2O[C@H]1CN(C)Cc1ccc(Cl)c(Cl)c1
- BioA inh: 2.6
CNC[C@@H]1Oc2ccc(NS(=O)(=O)c3ccccc3)cc2C(=O)N([C@H](C)CO)C[C@@H]1C
- BioA inh: -0.6
COc1ccc(CNC(=O)C[C@H]2C=C[C@@H](NC(=O)CN(C)C)[C@H](CO)O2)cc1
- BioA inh: -0.6
CO[C@@H]1CN(C)C(=O)c2cc(NC(=O)C3CC3)ccc2OC[C@@H](C)N(Cc2ccc(F)cc2)C[C@@H]1C
- BioA inh: 3.1
C[C@@H]1CN([C@@H](C)CO)C(=O)c2cc(NC(=O)Cc3cn(C)c4ccccc34)ccc2O[C@@H]1CN(C)Cc1ccncc1
- BioA inh: 2.1

CO[C@@H]1CN(C)C(=O)c2cc(NC(=O)Nc3c(C)noc3C)ccc2OC[C@@H](C)N(CCC(F)(F)F)C[C@H]1C
- BioA inh: 0.3
C[C@H](CO)N1C[C@H](C)[C@@H](CN(C)C)Oc2ccc(NS(=O)(=O)c3ccc(Cl)cc3)cc2C1=O
- BioA inh: -4.3
CC(C)NC(=O)N1[C@H](CO)[C@@H](c2ccc(C#CC3CCCCC3)cc2)[C@@H]1C#N
- BioA inh: -1.3
COCC(=O)N1CCCCN2[C@H](CO)[C@@H](c3ccc(C#Cc4ccccc4)cc3)[C@@H]2C1
- BioA inh: 7.2
O=S(=O)(NCC[C@H]1CC[C@@H](NS(=O)(=O)c2cccc(Cl)c2)[C@@H](CO)O1)c1cccc(F)c1
- BioA inh: 1.1
[N-]=[N+]=NCc1ccccc1C[C@@]1(C(=O)NCC(O)CO)N=C(c2ccc(OCCCO)cc2)O[C@@H]1c1ccccc1 (some centres undefined)
- BioA inh: 3.4
C[C@@H]1CN([C@H](C)CO)C(=O)c2cc(NC(=O)Nc3ccc(F)cc3)ccc2O[C@@H](C)CCCCO[C@@H]1CN(C)S(=O)(=O)c1ccc(F)cc1
- BioA inh: -0.6
CN(C)C(=O)C[C@H]1CC[C@@H]2[C@H](COc3ccc(NC(=O)c4ccc(F)cc4)cc3C(=O)N2C)O1
- BioA inh: 2.8
O=C(C[C@H]1CC[C@H]2[C@@H](COC[C@@H](O)CN2S(=O)(=O)c2cccc(Cl)c2)O1)NC1CCCC1
- BioA inh: 0.4
Cc1ccc(S(=O)(=O)N(C)C[C@@H]2OCCCC[C@H](C)Oc3ccc(NC(=O)Nc4ccccc4)cc3C(=O)N([C@H](C)CO)C[C@H]2C)cc1
- BioA inh: 0.6
CCNC(=O)Nc1ccc2c(c1)C(=O)N(C)[C@@H]1CC[C@@H](CC(=O)NCCN3CCCC3)O[C@@H]1CO2
- BioA inh: -0.4
C[C@H](CO)N1C[C@H](C)[C@@H](CN(C)Cc2ccc(Cl)c(Cl)c2)OCCCC[C@H](C)Oc2ccc(NC(=O)Nc3cccc4ccccc34)cc2C1=O
- BioA inh: -2.0
C[C@@H]1CN([C@H](C)CO)S(=O)(=O)c2ccc(C#C[C@@H](C)O)cc2O[C@H]1CN(C)Cc1ccccc1
- BioA inh: 3.2
O=C(C[C@@H]1CC[C@@H]2[C@H](COC[C@@H](O)CN2Cc2cc(F)ccc2F)O1)NCc1ccccc1
- BioA inh: 0.7
C[C@@H]1CN([C@@H](C)CO)C(=O)Cc2cc(NS(=O)(=O)c3cccs3)ccc2O[C@H]1CN(C)S(=O)(=O)c1ccc(F)cc1
- BioA inh: 7.3

CCS(=O)(=O)Nc1ccc2c(c1)C(=O)N(C)[C@H]1CC[C@@H](CC(=O)N3CCOCC3)O[C@@H]1CO2
- BioA inh: 0.1
Cc1noc(C)c1NC(=O)Nc1ccc2c(c1)C(=O)N([C@@H](C)CO)C[C@@H](C)[C@@H](CN(C)S(=O)(=O)c1ccccc1)OCCCC[C@H](C)O2
- BioA inh: -0.5
OC[C@@H]1[C@@H](c2ccc(/C=C/c3ccccc3)cc2)[C@H]2CN(Cc3cccnc3)CCCCN12
- BioA inh: -8.1
C[C@@H]1CN([C@H](C)CO)C(=O)c2cc(NC(=O)Cc3ccccc3)ccc2O[C@@H](C)CCCCO[C@@H]1CN(C)S(=O)(=O)c1ccc(Cl)cc1
- BioA inh: 0.7
Cc1ccc(-c2cnc3c(c2)C(=O)N([C@H](C)CO)C[C@@H](C)[C@@H](CN(C)Cc2ccccc2C(=O)O)O3)cc1
- BioA inh: -0.9
C[C@H](CO)N1C[C@H](C)[C@@H](CN(C)S(=O)(=O)c2ccc(F)cc2)Oc2cc(C3=CCCC3)ccc2S1(=O)=O
- BioA inh: 0.8
CCCN(C)C[C@@H]1Oc2ncc(-c3cc4ccccc4o3)cc2C(=O)N([C@H](C)CO)C[C@@H]1C
- BioA inh: -2.3
COc1ccccc1C#Cc1cnc2c(c1)C(=O)N([C@H](C)CO)C[C@H](C)[C@@H](CN(C)C(=O)CN(C)C)O2
- BioA inh: 3.2
CN(C)CC(=O)Nc1ccc2c(c1)[C@H]1C[C@@H](CC(=O)NCc3ccc(Cl)cc3)O[C@@H](CO)[C@H]1O2
- BioA inh: 0.1
Cc1noc(C)c1NC(=O)N(C)C[C@H]1Oc2ccc(NS(C)(=O)=O)cc2C(=O)N([C@@H](C)CO)C[C@@H]1C
- BioA inh: -4.5
CO[C@H]1CN(C)C(=O)c2cc(NC(=O)C3CC3)ccc2OC[C@H](C)N(CCC(F)(F)F)C[C@H]1C
- BioA inh: -1.1
O=S(=O)(N[C@H]1CC[C@H](CCn2cc(Cc3ccccc3)nn2)O[C@H]1CO)c1ccccc1F
- BioA inh: -0.5
O=C(NCCc1ccccc1)[C@@H]1[C@@H](CO)[C@@H]2Cn3c(cccc3=O)[C@@H]2N1Cc1cccnc1
- BioA inh: -0.7
Cc1noc(C)c1S(=O)(=O)Nc1ccc2c(c1)C(=O)N([C@H](C)CO)C[C@H](C)[C@@H](CN(C)S(=O)(=O)c1ccccc1)OCCCC[C@@H](C)O2
- BioA inh: 2.1
CCC(=O)N(C)C[C@H]1Oc2ncc(C#CC3(O)CCCC3)cc2C(=O)N([C@H](C)CO)C[C@H]1C
- BioA inh: 6.8

CN(C)CC(=O)Nc1ccc2c(c1)[C@@H]1C[C@@H](CC(=O)NCCc3ccccc3)O[C@@H](CO)[C@@H]1O2
- BioA inh: -1.2
C[C@H]1CN([C@@H](C)CO)S(=O)(=O)c2ccc(-c3ccc(F)cc3)cc2O[C@@H]1CN(C)C(=O)C1CC1
- BioA inh: 8.0
COc1ccc(-c2ccc3c(c2)O[C@@H](CN(C)C(=O)Nc2ccccc2F)[C@H](C)CN([C@H](C)CO)S3(=O)=O)cc1
- BioA inh: -0.7
O=C(N[C@H]1CC[C@H](CCNS(=O)(=O)c2ccccc2Cl)O[C@@H]1CO)c1ccccc1
- BioA inh: -1.8
C[C@H]1CN([C@@H](C)CO)C(=O)Cc2cc(NS(=O)(=O)c3ccccc3)ccc2O[C@H]1CN(C)CC1CC1
- BioA inh: -0.7
C[C@H](CO)N1C[C@H](C)[C@H](CN(C)S(=O)(=O)c2cn(C)cn2)Oc2c(NC(=O)c3cnccn3)cccc2C1=O
- BioA inh: -2.8
CO[C@@H]1CN(C)C(=O)c2ccc(NS(C)(=O)=O)cc2OC[C@H](C)N(C(=O)C2CC2)C[C@@H]1C
- BioA inh: -0.4
COc1cccc(S(=O)(=O)N2CC[C@@H]3[C@H]2c2cc(C#Cc4cccnc4)ccc2N(C)[C@H]3CO)c1
- BioA inh: -4.1
CC(C)c1cn(CC[C@@H]2CC[C@@H](NS(=O)(=O)c3ccc(F)cc3)[C@H](CO)O2)nn1
- BioA inh: 2.7
C[C@@H]1CN([C@@H](C)CO)S(=O)(=O)c2ccc(-c3ccncc3)cc2O[C@H]1CN(C)Cc1ccccn1
- BioA inh: -3.5
CN(C)CC#Cc1ccc([C@H]2[C@@H](CO)N3CCCCN(C(=O)CN(C)C)C[C@H]23)cc1
- BioA inh: -5.8
Cc1ccc(S(=O)(=O)N(C)C[C@H]2Oc3ccc(NS(=O)(=O)c4cccs4)cc3C(=O)N([C@H](C)CO)C[C@@H]2C)cc1
- BioA inh: 1.4
O=C(C[C@@H]1C[C@H]2c3cc(NC(=O)C4CCC4)ccc3O[C@H]2[C@@H](CO)O1)NCc1ccc(Cl)cc1
- BioA inh: -1.5
CN(C)CCCNC(=O)C[C@@H]1CC[C@@H]2[C@@H](COc3ccc(NC(=O)c4ccccc4F)cc3C(=O)N2C)O1
- BioA inh: -1.4
C[C@@H]1CN([C@@H](C)CO)C(=O)CCCn2nncc2CO[C@@H]1CN(C)Cc1ccc2c(c1)OCCN2C
- BioA inh: -1.8

C[C@H]1CN([C@@H](C)CO)C(=O)c2cc(NS(C)(=O)=O)ccc2O[C@@H]1CN(C)Cc1ccc(C(F)(F)F)cc1
- BioA inh: -2.9
O=C(c1cnccn1)N1CC[C@H]2[C@H](CO)Nc3ccc(-c4ccccc4)cc3[C@H]21
- BioA inh: 2.0
COc1ccc(NC(=O)Nc2ccc3c(c2)[C@@H]2C[C@H](CC(=O)N4CCc5ccccc5C4)O[C@H](CO)[C@@H]2O3)cc1
- BioA inh: -1.1
C[C@@H]1CN([C@@H](C)CO)C(=O)CCCn2cc(nn2)CO[C@@H]1CN(C)C(=O)Oc1cccc2ccccc12
- BioA inh: -0.3
C[C@@H]1CN([C@H](C)CO)C(=O)c2cc(NS(C)(=O)=O)ccc2O[C@@H]1CN(C)CC1CCCCC1
- BioA inh: -3.0
COC(=O)C[C@H]1CC[C@H]2[C@@H](COC[C@H](O)CN2S(=O)(=O)c2cn(C)cn2)O1
- BioA inh: -1.6
CCCC(=O)Nc1ccc2c(c1)C(=O)N(C)C[C@H](OC)[C@H](C)CN(Cc1nccs1)[C@@H](C)CO2
- BioA inh: 0.5
O=C(C[C@H]1CC[C@@H]2[C@H](COC[C@@H](O)CN2C(=O)Nc2cccc(Cl)c2)O1)NCCCN1CCOCC1
- BioA inh: 0.7
C[C@H]1CCCCO[C@H](CN(C)Cc2ccc(C(=O)O)cc2)[C@@H](C)CN([C@@H](C)CO)C(=O)c2cc(NC(=O)CCC(F)(F)F)ccc2O1
- BioA inh: -0.5
COc1cccc(-c2cnc3c(c2)C(=O)N([C@@H](C)CO)C[C@@H](C)[C@H](CN(C)C(=O)CN(C)C)O3)c1
- BioA inh: -1.0
CN(C)C(=O)C[C@@H]1CC[C@H]2[C@@H](COC[C@@H](O)CN2S(=O)(=O)c2ccccc2Cl)O1
- BioA inh: -1.5
C[C@H]1CN([C@@H](C)CO)C(=O)Cc2cc(NC(=O)Nc3ccccc3)ccc2O[C@@H]1CN(C)S(C)(=O)=O
- BioA inh: -5.6
COc1ccc(S(=O)(=O)N[C@H]2CC[C@@H](CC(=O)N3CCc4ccccc4C3)O[C@@H]2CO)cc1
- BioA inh: -0.7
COC(=O)C[C@H]1CC[C@H]2[C@H](COc3ccc(NC(=O)c4ccc(OC)cc4)cc3C(=O)N2C)O1
- BioA inh: -0.3
CC(C)NC(=O)N1[C@@H]2CN(C)c3ccccc3[C@@H]2[C@@H]1CO
- BioA inh: -3.5

CS(=O)(=O)Nc1ccc2c(c1)[C@H]1C[C@H](CC(=O)NCc3ccc(-c4ccccc4)cc3)O[C@H](CO)[C@H]1O2
- BioA inh: 1.1
COCC#Cc1cnc2c(c1)C(=O)N([C@@H](C)CO)C[C@@H](C)[C@@H](CN(C)Cc1ccccc1)O2
- BioA inh: -1.6
C[C@@H]1CN([C@H](C)CO)C(=O)c2cc(NC(=O)Nc3ccc(F)cc3)ccc2O[C@H]1CN(C)Cc1ccc(-c2ccccc2)cc1
- BioA inh: -3.8
CO[C@@H]1CN(C)C(=O)c2ccc(NS(=O)(=O)CC(F)(F)F)cc2OC[C@H](C)N(Cc2cccnc2)C[C@H]1C
- BioA inh: -0.9
C[C@H]1CN([C@@H](C)CO)C(=O)CCCn2cc(nn2)CO[C@H]1CN(C)Cc1cccc(C(=O)O)c1
- BioA inh: -3.7
C[C@@H]1CN([C@H](C)CO)C(=O)c2cc(N(C)C)ccc2O[C@H]1CN(C)S(=O)(=O)c1ccc(Cl)cc1
- BioA inh: -2.1

A second format for four compounds above.
SMILES	BioA inh
CS(=O)(=O)Nc1ccc2c(c1)[C@H]1C[C@H](CC(=O)NCc3ccc(-c4ccccc4)cc3)O[C@H](CO)[C@H]1O2	1.1
COCC#Cc1cnc2c(c1)C(=O)N([C@@H](C)CO)C[C@@H](C)[C@@H](CN(C)Cc1ccccc1)O2	-1.6
C[C@@H]1CN([C@H](C)CO)C(=O)c2cc(NC(=O)Nc3ccc(F)cc3)ccc2O[C@H]1CN(C)Cc1ccc(-c2ccccc2)cc1	-3.8
CO[C@@H]1CN(C)C(=O)c2ccc(NS(=O)(=O)CC(F)(F)F)cc2OC[C@H](C)N(Cc2cccnc2)C[C@H]1C	-0.9
